FAK inh – FAK (human) kinase inhibition; biochemical FAK kinase activity assay; inhibition, %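 (tested at 7 µM)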; 0.84% of 97,000 active; Q05397; in the data active = inhibition above about 19%;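 also: 0% = DMSO and 100% = reference compound high control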
PLK1 kinase inh – PLK1 (human) kinase inhibition. recombinant PLK1 kinase, TR-FRET peptide phosphorylation. P53350. inhibition, % at 10 µM. 0.53% of 97,000 active;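 active = inhibition of 50% or more in the single-concentration screen; inactive = inhibition below 50%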;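 also: 0% = DMSO max control and 100% = H-89 dihydrochloride min control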
Target sequence (P53350 whole entry, looked up): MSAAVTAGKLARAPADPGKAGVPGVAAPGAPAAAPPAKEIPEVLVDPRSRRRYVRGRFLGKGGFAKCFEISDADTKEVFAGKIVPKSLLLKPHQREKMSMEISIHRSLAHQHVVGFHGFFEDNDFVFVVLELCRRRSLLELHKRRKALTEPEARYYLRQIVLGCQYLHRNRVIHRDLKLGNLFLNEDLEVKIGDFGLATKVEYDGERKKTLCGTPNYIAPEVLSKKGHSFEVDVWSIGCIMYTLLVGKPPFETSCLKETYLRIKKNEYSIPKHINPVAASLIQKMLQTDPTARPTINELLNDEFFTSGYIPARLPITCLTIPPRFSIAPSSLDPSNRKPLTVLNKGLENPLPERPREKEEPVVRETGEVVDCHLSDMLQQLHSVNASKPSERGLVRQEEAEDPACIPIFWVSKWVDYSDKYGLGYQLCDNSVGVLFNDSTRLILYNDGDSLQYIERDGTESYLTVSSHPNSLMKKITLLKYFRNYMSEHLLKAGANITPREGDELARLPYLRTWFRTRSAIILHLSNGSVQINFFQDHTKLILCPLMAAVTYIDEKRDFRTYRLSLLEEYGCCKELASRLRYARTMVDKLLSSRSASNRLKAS
Rev-RRE block – inhibitors of HIV-1 Rev-RRE RNA interaction | P05866 | Rev peptide-RRE RNA binding, FRET | 0.79% of 97,000 active | inhibition, % at 8 µM;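 active = inhibition above the screen-wide mean plus 3 SD, cut at about 35% in these data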;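 also: 0% = median DMSO wells and 100% = median Neomycin B control wells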
Target sequence (P05866 whole entry, looked up): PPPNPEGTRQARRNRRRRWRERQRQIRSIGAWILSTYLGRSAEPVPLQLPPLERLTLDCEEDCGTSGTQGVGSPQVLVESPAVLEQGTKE
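Test system – labelled RRE RNA duplex and labelled Rev peptide · Signal – fluorescein-to-Cy5 FRET, 480 nm excitation · Evaluation – % inhibition of FRET ratio versus controls · Benchmarks – DMSO low control, neomycin B high control · Incubation – 5 min RNA-compound premix plus 15 min binding step, 25 °C · Medium – HEPES pH 7.5 salt buffer with EDTA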
PTPN22 act – activators of human LYP (PTPN22) phosphatase; Q9Y2R2; activation, % at 2 µM; 0.11% of 96,000 active; recombinant LYP, DiFMUP fluorescence; 0 = plate median, 100 = signal doubled;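 active = activation at 2 µM above a set limit, the mean plus 5 SD, cut at about 37% in these data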
EphB4 ephrin blk – blocks human EphB4 binding to ephrin-B2; EphB4 LBD / TNYL-RAW-Alexa532 peptide, fluorescence polarization; inhibition, % at 7 µM; 0.15% of 97,000 active;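 active = inhibition above the screen-wide mean inhibition plus 3 SD, cut at about 15% in these data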;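 also: 0% = DMSO wells and 100% = excess unlabeled TNYL-RAW peptide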
PLK1 PBD inh – Plk1 (human) PBD binding inhibition. inhibition, %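 (tested at about 20 µM)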. AID 693. 0.13% of 97,000 active. Plk1 PBD phosphopeptide binding, fluorescence polarization. P53350; in the data active = inhibition above about 34%, passing the limit was not always enough
PTPN22 inh 2 – LYP (human) phosphatase inhibition; Q9Y2R2; recombinant LYP catalytic domain, DiFMUP fluorescence; inhibition, % at 2 µM; 0.21% of 96,000 active; AID 640;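 active = inhibition at 2 µM at or above a set limit, the screen mean plus 3 SD, cut at about 24% in these data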;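 also: 0% = DMSO with enzyme and 100% = enzyme fully blocked by orthovanadate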
Pyk2 oligo antag – blocks oligomerization of human Pyk2 in cells; Q293 cells, Pyk2 FERM NanoBiT luminescence; active compounds read low; 0.83% of 99,000 active; AID 1347419; Q14289; z-score (the deposit names both 25 µM and 10 µM);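 active = Z-score of -3 or lower, scaled per plate to the spread of control and sample wells; inactive = z-score above -3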;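 also: negative z-score means lost luminescence so less FERM oligomerization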
cytoskel mod – modifiers of cytoskeleton assembly; HUVEC TNFa F-actin phalloidin imaging, high content; inhibition, % at 2 µM; 0.18% of 91,000 active; AID 836;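 active = inhibition above the batch mean plus 3 SD and confirmed as a hit by visual image inspection, cut at about 30% in these data, passing the limit was not always enough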; also: strong numbers were not always called active
Numbers without * were called inactive; . = no result given. Random draw from the library; 3.5% or so of the library scored in one or more.

Start of the listing, in advance:
SMILES	FAK inh	PLK1 kinase inh	Rev-RRE block	PTPN22 act	EphB4 ephrin blk	PLK1 PBD inh	PTPN22 inh 2	Pyk2 oligo antag	cytoskel mod
Cc1cc(=O)oc(C)c1C(=O)NCc1ccc(F)cc1	0	-2	9	-6	-1	-3	4	0.06	-11
COC(=O)C1=C(C(=O)c2ccccc2)C(c2ccc(O)c(OC)c2)n2nnnc2N1 (stereo not given)	0	-17	4	0	-3	13	-2	-1.7	17
N#C/C(=C(/O)CN1C(=O)c2ccccc2C1=O)c1nc2ccccc2[nH]1	5	-11	12	-9	5	-50	9	-0.27	-13
Cc1nccn1CCc1nc(N)nc(N)n1	-7	2	10	0	3	35	2	1.4	0
O=C(COC(=O)c1c2c(nc3ccccc13)CCCC2)Nc1ccc2c(c1)OCO2	10	-6	6	6	10	12	-6	-3.5*	20
O=C(Nc1ccc(N2CCOCC2)cc1)c1ccncc1	1	-10	2	3	-6	-25	-4	1.4	-2
COc1ccc(C(=O)Nc2scc(-c3ccc(Cl)cc3Cl)c2C(N)=O)cc1	5	-14	9	-4	2	2	8	-0.35	-5
CCc1c(C)nc(N)n2c(SCC(=O)N3CCCC(C)C3)nnc12 (stereo not given)	1	-12	2	-7	0	11	5	-0.68	-14
COc1ccc(-c2c3c(=O)n(C)c(=O)n(C)c3c3nnc4ccccc4n23)cc1	1	-9	17	1	-10	15	-1	.	9
CCn1c2c(c3ccc(OC)cc31)CCCC2=O	3	-11	11	-4	-1	-5	6	1.6	16
COc1ccc(Nc2cccccc2=O)cc1	5	-15	6	-2	5	-29	1	-0.83	-3
Cc1nc(N2CCN(c3ncccn3)CC2)c2oc3ccccc3c2n1	8	-13	5	7	8	0	-3	.	.
CN(C)/C=N/c1sccc1C(N)=O	-4	-9	3	0	-10	-9	4	-0.63	-6
CCOC(=O)N1CCN(C(=O)Cc2ccc(C)cc2)CC1	-9	-1	0	3	-7	12	1	0.3	-6
COCCNC(=O)C(OC(=O)CC1Sc2ccccc2NC1=O)c1ccccc1 (stereo not given)	1	-20	10	-3	-4	3	2	-0.75	-30
Cc1ccc(C(=O)Nc2ccc(Cc3ccncc3)cc2)cc1[N+](=O)[O-]	3	-3	4	0	1	24	3	-0.05	13
C=CCOn1c(=O)c(-c2cccs2)[n+]([O-])c2ccccc21	0	-6	9	1	3	4	0	-0.66	-5
Cc1ccnc(NC2OC(=O)c3ccccc32)c1 (stereo not given)	2	-7	10	-1	0	-21	4	-0.27	-1

The whole of this part, repeating the preview:
SMILES	FAK inh	PLK1 kinase inh	Rev-RRE block	PTPN22 act	EphB4 ephrin blk	PLK1 PBD inh	PTPN22 inh 2	Pyk2 oligo antag	cytoskel mod
Cc1cc(=O)oc(C)c1C(=O)NCc1ccc(F)cc1	0	-2	9	-6	-1	-3	4	0.06	-11
COC(=O)C1=C(C(=O)c2ccccc2)C(c2ccc(O)c(OC)c2)n2nnnc2N1 (stereo not given)	0	-17	4	0	-3	13	-2	-1.7	17
N#C/C(=C(/O)CN1C(=O)c2ccccc2C1=O)c1nc2ccccc2[nH]1	5	-11	12	-9	5	-50	9	-0.27	-13
Cc1nccn1CCc1nc(N)nc(N)n1	-7	2	10	0	3	35	2	1.4	0
O=C(COC(=O)c1c2c(nc3ccccc13)CCCC2)Nc1ccc2c(c1)OCO2	10	-6	6	6	10	12	-6	-3.5*	20
O=C(Nc1ccc(N2CCOCC2)cc1)c1ccncc1	1	-10	2	3	-6	-25	-4	1.4	-2
COc1ccc(C(=O)Nc2scc(-c3ccc(Cl)cc3Cl)c2C(N)=O)cc1	5	-14	9	-4	2	2	8	-0.35	-5
CCc1c(C)nc(N)n2c(SCC(=O)N3CCCC(C)C3)nnc12 (stereo not given)	1	-12	2	-7	0	11	5	-0.68	-14
COc1ccc(-c2c3c(=O)n(C)c(=O)n(C)c3c3nnc4ccccc4n23)cc1	1	-9	17	1	-10	15	-1	.	9
CCn1c2c(c3ccc(OC)cc31)CCCC2=O	3	-11	11	-4	-1	-5	6	1.6	16
COc1ccc(Nc2cccccc2=O)cc1	5	-15	6	-2	5	-29	1	-0.83	-3
Cc1nc(N2CCN(c3ncccn3)CC2)c2oc3ccccc3c2n1	8	-13	5	7	8	0	-3	.	.
CN(C)/C=N/c1sccc1C(N)=O	-4	-9	3	0	-10	-9	4	-0.63	-6
CCOC(=O)N1CCN(C(=O)Cc2ccc(C)cc2)CC1	-9	-1	0	3	-7	12	1	0.3	-6
COCCNC(=O)C(OC(=O)CC1Sc2ccccc2NC1=O)c1ccccc1 (stereo not given)	1	-20	10	-3	-4	3	2	-0.75	-30
Cc1ccc(C(=O)Nc2ccc(Cc3ccncc3)cc2)cc1[N+](=O)[O-]	3	-3	4	0	1	24	3	-0.05	13
C=CCOn1c(=O)c(-c2cccs2)[n+]([O-])c2ccccc21	0	-6	9	1	3	4	0	-0.66	-5
Cc1ccnc(NC2OC(=O)c3ccccc32)c1 (stereo not given)	2	-7	10	-1	0	-21	4	-0.27	-1
CCOC(=O)Cn1c(=O)oc2cc(S(=O)(=O)NCCCc3ccccc3)ccc21	4	-5	18	-4	-1	-8	3	.	-4
O=C(c1ccco1)N1CCN(C(=O)C(c2ccccc2)c2ccccc2)CC1	1	-6	7	-2	6	-9	3	-0.92	-3
CCOC(=O)C(Cc1c[nH]c2ccccc12)NC(=O)c1ccco1 (stereo not given)	-2	-17	6	6	0	-6	-7	1	-14
CCCOc1ccc(C2C(C(=O)OC)=C(C)N=C3SCCC(=O)N32)cc1OCC (stereo not given)	4	-2	7	-6	-5	6	5	0.07	19
O=C(NNC1CC(=O)N(c2ccc3c(c2)OCCO3)C1=O)c1ccccc1 (stereo not given)	-1	-7	-3	11	0	-18	-7	0.37	-5
CC(C)CCOc1ccc(C(=O)NCCC(=O)N2CCOCC2)cc1	-1	2	-1	-6	2	-5	2	-0.33	-5
CCn1c(N)nc2ccccc21	0	-9	13	2	-5	18	-6	-0.45	-5
CC(Oc1ccccc1Cl)c1nnc(N)s1 (stereo not given)	0	-6	2	13	-1	-3	-9	0.1	-8
CC1CCC(C(C)C)C(OC(=O)COC(=O)c2cccn2C)C1 (stereo not given)	5	-15	12	-1	1	8	0	0.27	-4
CC1=NOC(=O)/C1=C/c1ccc(-c2ccc(Cl)cc2)o1	-5	-11	10	-8	3	-6	10	-1.4	7
O=C(Cn1nnc2ccccc21)OCC(=O)c1ccc(Cl)c(Cl)c1	1	-8	1	4	-4	6	-8	-4*	13
CCOC(=O)N1CCN(C(=O)CN(c2cccc(C(F)(F)F)c2)S(=O)(=O)c2ccccc2)CC1	-7	-7	-2	2	2	-1	-1	3.4	0
COc1ccc(CN2CCN(C(=O)c3cccs3)CC2)cc1Br	-3	-11	3	14	4	3	-14	0.01	18
Cc1noc(C)c1C(=O)Nc1nc(C23CC4CC(CC(C4)C2)C3)cs1	0	-7	6	-3	5	14	1	-1.3	-1
Cc1ccccc1-n1c(C)cc(/C=C2\NC(=O)NC2=O)c1C	7	-13	6	12	1	-12	-11	-0.14	-15
N=C1C(=O)OCC1c1cc(Cl)ccc1NC(=O)Nc1ccccc1 (stereo not given)	0	-1	8	2	6	-2	-1	0.23	15
COc1ccc(CC2C(=O)OC(C)(C)OC2=O)cc1	-1	-17	3	14	8	-31	-17	-0.11	-13
CC(NC(=O)Nc1nccs1)(C(F)(F)F)C(F)(F)F	-2	-13	1	4	0	-2	-2	-0.5	-19
Cc1ccc(CNC(=O)c2ccc(CNc3c(N4CCCC4)c(=O)c3=O)cc2)cc1	1	-29	0	-8	-11	16	4	.	8
O=C(Cn1ncc2c1-c1ccccc1OC2)Nc1ccc(Cl)cn1	6	-15	9	-4	0	1	1	.	0
COCC(C)n1c(SCc2nc(N)nc(Nc3ccccc3C)n2)nc2ccccc2c1=O (stereo not given)	0	-10	3	5	-3	-7	-4	-1.5	15
COc1ccc(-c2c(C)oc3ccc(C)cc23)cc1	3	-4	21	0	-2	-23	5	0.3	4

Full records from above. Order of values: FAK inh	PLK1 kinase inh	Rev-RRE block	PTPN22 act	EphB4 ephrin blk	PLK1 PBD inh	PTPN22 inh 2	Pyk2 oligo antag	cytoskel mod
O=C(Cn1ncc2c1-c1ccccc1OC2)Nc1ccc(Cl)cn1 reads 6	-15	9	-4	0	1	1	.	0
COc1ccc(-c2c(C)oc3ccc(C)cc23)cc1 reads 3	-4	21	0	-2	-23	5	0.3	4

Further records:
SMILES	FAK inh	PLK1 kinase inh	Rev-RRE block	PTPN22 act	EphB4 ephrin blk	PLK1 PBD inh	PTPN22 inh 2	Pyk2 oligo antag	cytoskel mod
O=C(Nc1cc2c(cc1Br)OCCO2)c1cccs1	0	-9	2	11	-3	-26	-14	-0.7	-31
N#C/C(=C/c1ccc(N2CCCCCC2)o1)c1ccc(F)cc1	-2	-26	73*	-1	5	-133	5	0.41	-1
COC(=O)c1cc(=O)n(CCc2ccc(OC)c(OC)c2)c(=Nc2ccc(F)c(Cl)c2)s1	-5	-2	4	-8	-3	-6	6	.	7
CCOC(=O)CSC1=C(C#N)C(c2ccccc2OC)CC(=O)N1 (stereo not given)	-3	-15	3	6	-1	-13	-10	.	-12
Cc1ccc2nsnc2c1S(=O)(=O)NC1CC1	-1	-2	-1	2	0	-25	-5	0.42	22
COc1c(F)c(F)c(C(=O)Nc2ccc3oc(-c4ccncc4)nc3c2)c(F)c1F	-6	-7	0	1	3	0	-5	0.6	-10
O=c1[nH]cnc2scc(-c3ccccc3)c12	-3	68*	0	-1	-10	15	-2	0	3
Cn1cccc1C(=O)NC(=O)COC(=O)CNS(=O)(=O)c1ccc(Br)cc1	1	7	12	13	4	4	-9	0.49	.
COc1cccc(SCc2noc(C(=O)NC(C)C)c2C(=O)O)c1	-8	-8	0	11	-2	-19	-8	.	-22
COc1cc(-c2nnc(SCC(=O)N3CCCC3)o2)cc(OC)c1OC	-1	-11	-3	-2	-6	5	1	1.5	.
CC1CCC(NC(=O)C2CCN(C(=O)NC3CCCCC3)CC2)CC1 (stereo not given)	8	-7	4	-7	4	0	5	.	7
COc1cccc(CN(C)CC(=O)NC(=O)NCc2ccco2)c1	7	0	0	-2	2	-19	8	-0.22	3
Cn1c(CNc2ccccc2)cc(=O)n(C)c1=O	-2	-9	1	-6	-12	6	6	-0.16	-6
CCOC(=O)c1cc(S(=O)(=O)N2CCN(C(=O)OCC)CC2)cn1C	-2	-3	0	-12	-11	-44	11	1.5	20
COCCNC(=O)c1ccc2c(=O)n(Cc3ccco3)c(SCC(=O)NC3CCCC3)nc2c1	-1	1	6	-2	-1	-20	0	-0.31	-5
CCC(=O)Nc1cc(C)c(NC(=O)c2ccco2)cn1	-3	9	5	-9	1	-25	7	-0.38	18
CCCCNC(=S)NNC(=O)c1csc2c1CCC(C)C2 (stereo not given)	4	-7	-4	-2	5	-34	4	-0.07	6
CCn1cnc2cc(NCc3ccc(C)cc3)ccc21	1	16	-3	9	-1	-7	-14	-0.42	13
O=c1cc(CN2CCOCC2)nc(C2CC2)[nH]1	-4	-2	11	7	-2	-39	-4	-0.27	-32
CCOc1ccc2nc(N/C(N)=N/C(=S)Nc3cccc(C)c3)nc(C)c2c1	-3	-10	1	-9	1	14	7	0.49	0
Cn1cnc2c(N3CCCCC3)nccc21	0	-12	3	-1	-8	-20	-1	0.43	-7
CCCOc1nnnn1-c1ccccc1	-3	-4	5	8	-1	6	-8	0.06	0

Screens (PubChem BioAssay)
